High-throughput results deposited in PubChem by The Scripps Research Institute Molecular Screening Center.
OXTR agonist = agonists of human oxytocin receptor. 320,000 compounds, 0.32% hits. activation, % at 3 µM. P30559. CHO-OTR cells, Fluo-8 calcium fluorescence; normalized: DMSO 0%, oxytocin 100%;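 active = activation above the mean of all tested compounds plus 3 SD, cutoff set per screening run, cut at about 20% in these data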;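 note: peak over basal fluorescence ratio from a 100 s FLIPR kinetic read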
Target sequence (P30559 whole entry, looked up): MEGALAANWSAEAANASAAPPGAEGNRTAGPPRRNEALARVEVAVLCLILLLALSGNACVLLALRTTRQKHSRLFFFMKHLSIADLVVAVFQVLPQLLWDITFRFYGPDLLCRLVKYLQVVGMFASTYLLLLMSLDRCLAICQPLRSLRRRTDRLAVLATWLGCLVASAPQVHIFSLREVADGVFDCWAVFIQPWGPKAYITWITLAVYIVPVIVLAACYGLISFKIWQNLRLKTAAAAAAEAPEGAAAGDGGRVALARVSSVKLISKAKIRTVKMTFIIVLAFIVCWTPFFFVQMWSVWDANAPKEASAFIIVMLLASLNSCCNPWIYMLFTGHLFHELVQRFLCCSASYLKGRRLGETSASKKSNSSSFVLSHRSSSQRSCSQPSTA
GalR3 antagonist = human GalR3 antagonism; HEK293 GalR3-CNG cAMP membrane potential fluorescence; galR3 body fused to GalR1 C-terminus; inhibition, % at 3 µM; 360,000 compounds, 0.44% hits;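 active = inhibition above the screen-wide average plus 3 SD, cut at about 13% in these data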;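 note: forskolin and galanin both at EC90 stimulate the cells; cAMP rise reported by CNG channel membrane potential dye signal; 0% = forskolin plus galanin with DMSO and 100% = forskolin alone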
Target sequence (O60755 1-299 limits assumed): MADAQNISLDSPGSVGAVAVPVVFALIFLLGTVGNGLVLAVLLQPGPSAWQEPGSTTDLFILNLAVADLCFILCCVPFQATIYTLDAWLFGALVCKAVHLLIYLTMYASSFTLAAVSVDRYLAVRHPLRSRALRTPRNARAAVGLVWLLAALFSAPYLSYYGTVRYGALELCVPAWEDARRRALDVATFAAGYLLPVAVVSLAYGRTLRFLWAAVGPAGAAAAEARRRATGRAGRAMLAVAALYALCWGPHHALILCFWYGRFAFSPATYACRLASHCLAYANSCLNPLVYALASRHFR
V1aR counter = activates human V1a receptor in oxytocin agonist counter-screen; 320,000 compounds, 0.25% hits; CHO-V1R cells, Fluo-8 calcium fluorescence, agonist mode; 0% DMSO, 100% 3 nM vasopressin; activation, % at 3 µM;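 active = activation above the mean activation of all tested compounds plus 3 SD, per screening run, cut at about 20% in these data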;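 note: signal is peak over basal fluorescence ratio across a 100 second FLIPR read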
Target sequence (P37288 whole entry, looked up): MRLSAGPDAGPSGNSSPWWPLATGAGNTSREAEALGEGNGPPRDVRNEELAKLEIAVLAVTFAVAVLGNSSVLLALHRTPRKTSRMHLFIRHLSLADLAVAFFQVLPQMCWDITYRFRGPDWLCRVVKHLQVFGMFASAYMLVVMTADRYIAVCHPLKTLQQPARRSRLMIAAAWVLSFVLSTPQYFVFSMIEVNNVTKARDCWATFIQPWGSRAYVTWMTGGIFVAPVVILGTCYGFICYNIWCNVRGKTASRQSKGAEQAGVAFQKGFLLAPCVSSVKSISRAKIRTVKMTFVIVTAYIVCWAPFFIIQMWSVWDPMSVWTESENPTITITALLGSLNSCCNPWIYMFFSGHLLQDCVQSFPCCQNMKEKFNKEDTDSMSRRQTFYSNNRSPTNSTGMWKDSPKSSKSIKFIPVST
Numbers without * were called inactive. An excerpt; the hit share may differ from the screen's.

SMILES | OXTR agonist | GalR3 antagonist | V1aR counter
CN1C(=O)c2oc3ccccc3c(=O)c2C1c1cccnc1 (centres undefined) | -0.4 | -1 | 0.1
O=C(CCNS(=O)(=O)c1ccc(Br)cc1)NCc1ccco1 | 0.7 | -3 | -0.1
Cc1ccc(C(C)C)c(OCC(=O)NNC(=O)CC2OC(=O)c3ccccc32)c1 (centres undefined) | 2.5 | -2 | 2.7
CC(C)(O)[C@H](O)Cc1cc2ccc(=O)oc2cc1O[C@@H]1O[C@H](CO)[C@@H](O)[C@H](O)[C@H]1O | 4.3 | -7 | 2.2
COc1ccc(S(=O)(=O)Nc2cc3c4c(c2)CC(=O)N4CCC3)cc1C | -0.3 | -5 | -1.3
O=C(c1cccc(S(=O)(=O)N2CCN(c3ccccc3)CC2)c1)N1CCCCCCC1 | 5.2 | 0 | 5.2
O=C([O-])c1cc(-c2ccccc2)cc(-c2ccccc2)[n+]1Cc1ccccc1 | -1.6 | -3 | -0.6
COc1ccc(N2CCN(C(=O)COC(=O)c3ccc(-n4nc(C)cc4C)cc3)CC2)cc1 | 7.9 | -5 | 8.2
Cc1ccccc1Nc1nc(N)nc(COC(=O)c2ccc([N+](=O)[O-])o2)n1 | 1.1 | 1 | 0.8
O=C(NCC1CC1)C1(C(F)(F)F)CC(CCc2ccccc2)CCCO1 (centres undefined) | -1.0 | -6 | -0.9
CC(C)C(=O)NCCc1nc(-c2ccccc2Cl)no1 | 0.8 | -4 | 0.4
O=C1CN(C(=O)CSc2ccccn2)c2ccccc2N1 | 0.8 | 0 | 0.6
O=C1C=C(c2cccc(CO)c2)C[C@@H](c2ccc(Cl)cc2)C1 | 2.2 | -7 | 2.7
CCN(C(=O)COC(=O)/C(C#N)=C/c1ccc(OC)cc1)C1CCS(=O)(=O)C1 (centres undefined) | 0.3 | -2 | 0.1
COc1ccccc1C(=O)NCCC(=O)NCc1ccncc1 | 1.7 | -8 | 1.2
O=C(C[C@@H]1C/C=C\CCC(=O)OC[C@@H]2CCCN2C1=O)N[C@@H](CO)Cc1ccccc1 | 0.7 | -2 | 0.8
NCCCn1c(C(=O)c2cc(Cl)c(N)c(Cl)c2)c2ccc([N+](=O)[O-])cc2[n+]1[O-] | 0.2 | -6 | -0.8
COc1ccc(N(CC(=O)NCc2cccs2)S(=O)(=O)c2ccc(F)cc2)cc1 | -1.9 | -7 | 0.5
CCCCCN(C(=O)CCC(=O)OCC(=O)Nc1cccc(CC)c1)c1c(N)n(CCCC)c(=O)[nH]c1=O | -0.3 | -5 | -0.2
COc1cccc(CNC(=O)CCS(=O)(=O)c2ccccc2Cl)c1 | -0.3 | -2 | -0.3
O=C(Nc1cccc(F)c1)c1cc(-c2ccco2)nc2ccccc12 | -0.3 | -5 | 0.0
COC(=O)[C@]1(C)N[C@H](c2ccc(-c3ccc(Cl)c(Cl)c3)c(OC)c2)[C@@H]2C(=O)N(C)C(=O)[C@@H]21 | 4.8 | -4 | 5.6
Cc1nn(C2CCS(=O)(=O)C2)c(C)c1CN(C)C(=O)c1ccc(Cl)cc1 (centres undefined) | 1.7 | -4 | 1.6
CCOC(=O)C1CCN(C(=O)C(CCSC)NC(=O)COc2ccccc2)CC1 (centres undefined) | 0.5 | -1 | -0.4
CC12CCC(=O)N1C(C(=O)N1CCN(S(=O)(=O)c3ccc(Br)cc3Cl)CC1)CS2 (centres undefined) | -0.2 | 0 | 2.5
CC(C)CN1C(=O)C(=O)N(CC(=O)c2ccc3c(c2)OCO3)C1=O | -0.2 | 6 | -0.8
N#Cc1cccc(NC(=O)CCc2ccc(S(=O)(=O)N3CCOCC3)cc2)c1 | 2.9 | 0 | 1.1
COc1ccc(CCNC(=O)c2cccc(C(=O)NCCc3ccc(OC)cc3)n2)cc1 | -3.6 | -5 | 0.6
Cc1cccc([C@@H](NC(=O)OC(C)(C)C)C(=O)OC(C)(C)C)c1 | -1.8 | -3 | -1.6
CCOC(=O)N1CCN(C(=O)CSc2nc(=O)n3cc(C)ccc3n2)CC1 | 0.3 | -5 | 1.2
CC(C)C[C@H](NC(=O)c1nc[nH]c1C(=O)NCCNC(=O)OC(C)(C)C)C(=O)CNCCNC(=O)c1[nH]cnc1C(=O)N[C@@H](C)C(=O)OC(C)(C)C | 0.5 | 3 | 1.5
CCN(CC(=O)NCc1cccs1)C(=O)c1ccc(S(=O)(=O)N(CC)c2ccccc2)cc1 | 0.6 | -4 | 2.8
CC(=O)c1cccc(NC(=O)C(C)OC(=O)c2ccc(Br)o2)c1 (centres undefined) | -0.7 | 0 | 0.3
Cc1cc(C)cc(Nc2ccc3nonc3c2[N+](=O)[O-])c1 | -2.3 | -1 | -2.7
CCOC(=O)C1CCN(C(=O)c2cccc(S(=O)(=O)N3c4ccccc4CC3C)c2)CC1 (centres undefined) | -2.3 | -10 | -0.3
O=C(OCC(=O)N1CCCC1)c1cnc(Cl)c(Cl)c1 | 0.9 | -4 | 0.2
COc1cc(C(=O)Nc2ccn(C)n2)ccc1OC(F)F | -1.0 | 1 | 0.0
Cc1c(C(=O)N(Cc2ccco2)Cc2cccs2)oc2ccccc12 | -1.8 | -6 | -0.2
Cc1ccccc1-n1ccnc1SCC(=O)Nc1cccc(S(=O)(=O)NC2=NCCC2)c1 | 1.4 | -5 | 2.5
CC(=O)OC(C)[C@H]1CC[C@H]2[C@@H]3CC[C@H]4C[C@@H](OC(C)=O)CC[C@]4(C)C3=CC[C@]12C (some centres undefined) | -0.3 | -2 | 1.1
CCC(C)Sc1ccc([C@H]2N[C@@](CC(C)C)(C(=O)OC)[C@H]3C(=O)N(CC)C(=O)[C@@H]23)cc1 (some centres undefined) | -1.7 | -5 | -0.6
Cc1ccc(S(=O)(=O)N2CCCC2CNC(=O)C(=O)Nc2ccccc2)cc1 (centres undefined) | -1.6 | -6 | -1.5
COc1ccc(CNC(=O)CCc2ccc(S(=O)(=O)N3CCCCCC3)cc2)cc1 | 1.3 | -2 | 5.8
COc1ccc(OC)c(CN2CCN(C(=O)c3cccc(S(=O)(=O)Nc4ccc(C)cc4)c3)CC2)c1 | -0.6 | -2 | 1.4
Fc1ccc2c(c1)Sc1ccc(Cl)cc1CC2N1CCN(CCC2OCCO2)CC1 (centres undefined) | 2.8 | -9 | -0.5
CC(OC(=O)Cn1ccccc1=O)C(=O)Nc1cc(Cl)cc(Cl)c1 (centres undefined) | 2.0 | -6 | 2.7
CC(=O)c1ccccc1NC(=O)COC(=O)Cc1cccc(C(F)(F)F)c1 | 0.1 | -6 | 1.0
Cc1ccc(Cn2c(C3CCCN3c3nc(-c4ccc(F)cc4)cs3)nc3cc(C(=O)NCCCO)ccc32)cc1 (centres undefined) | -0.1 | -4 | 2.5
C[C@H]1C[C@H]2[C@@H]3CCC4=CC(=O)C=C[C@]4(C)[C@@]3(F)[C@@H](O)C[C@]2(C)[C@@]1(O)C(=O)CO | 1.3 | 28* | 0.2
Cc1c(NS(=O)(=O)c2cc(C(=O)N3CCCC(C)C3)ccc2Cl)c(=O)n(-c2ccccc2)n1C (centres undefined) | 1.6 | -4 | 0.5
O=C(Nc1nc2ccc(Cl)cc2s1)c1cccc(N2C(=O)CCC2=O)c1 | 1.0 | -3 | -0.5
CCCCNC(=O)c1c(CSc2ccc(Cl)cc2)noc1C(=O)NCc1ccccc1 | 4.0 | -8 | 3.6
C=CCn1nc2ccccc2c1OCCO | 0.5 | -5 | -1.0
CC(C)c1ccc(S(=O)(=O)N2CCN(C(=O)CN3C(=O)c4ccccc4C3=O)CC2)cc1 | -0.9 | 0 | 0.7
CC(C)(C)NC(=O)CSc1nc2cc(S(=O)(=O)N3CCCCC3)ccc2o1 | 2.4 | -7 | 4.1
CCCc1cc(=O)[nH]c2nnc(SCC(=O)NC3CCCCC3)n12 | 1.1 | -3 | 2.0
COCCNC(=O)c1onc(CSc2ccc(F)c(F)c2)c1C(=O)NCCOC | -0.9 | 1 | -0.2
O=C(COC(=O)[C@H](Cc1ccccc1)NC(=O)c1ccco1)Nc1ccccc1 | 0.5 | 5 | 0.6
Oc1cc(O)cc(/C=C/c2ccc(O)c(O)c2)c1 | 0.0 | 0 | -0.4
CN(CC(=O)Nc1ccccc1Br)C(=O)COc1cccc2c1OC(C)(C)C2 | -2.1 | -1 | -1.2

3 structures already listed, ordered by SMILES length, high to low.
SMILES | OXTR agonist | GalR3 antagonist | V1aR counter
O=C(Nc1nc2ccc(Cl)cc2s1)c1cccc(N2C(=O)CCC2=O)c1 | 1.0 | -3 | -0.5
COCCNC(=O)c1onc(CSc2ccc(F)c(F)c2)c1C(=O)NCCOC | -0.9 | 1 | -0.2
CC(OC(=O)Cn1ccccc1=O)C(=O)Nc1cc(Cl)cc(Cl)c1 (centres undefined) | 2.0 | -6 | 2.7

4 entries already listed, sorted by the number in GalR3 antagonist, descending:
SMILES,GalR3 antagonist
C[C@H]1C[C@H]2[C@@H]3CCC4=CC(=O)C=C[C@]4(C)[C@@]3(F)[C@@H](O)C[C@]2(C)[C@@]1(O)C(=O)CO,28*
COCCNC(=O)c1onc(CSc2ccc(F)c(F)c2)c1C(=O)NCCOC,1
CCCc1cc(=O)[nH]c2nnc(SCC(=O)NC3CCCCC3)n12,-3
Cc1c(NS(=O)(=O)c2cc(C(=O)N3CCCC(C)C3)ccc2Cl)c(=O)n(-c2ccccc2)n1C (centres undefined),-4

(further entries)
SMILES | OXTR agonist | GalR3 antagonist | V1aR counter
C=CCC[C@@H](Cc1ccc(F)cc1)C(=O)OC[C@@H](Cc1c[nH]c2ccccc12)NC(=O)[C@@H](CC=C)CC(=O)N[C@@H](CO)Cc1ccccc1 | 0.3 | -7 | -0.2
CCN(CC(=O)Nc1c(F)cccc1F)C(=O)CSCC(=O)Nc1cc(C)on1 | -0.2 | -2 | -0.9
CS(=O)(=O)c1cccc(-c2nnc(NC(=O)CCS(=O)(=O)c3ccccc3)o2)c1 | 1.0 | -3 | -0.5
O=C(COC(=O)CNC(=O)c1ccccc1F)NC12CC3CC(CC(C3)C1)C2 | 1.0 | -2 | 0.0
Cc1ccc(C(=O)Nc2cccc(S(=O)(=O)N3CCCC3)c2)o1 | 0.9 | -2 | 0.8
Cc1ccc(C)c(-n2c(-c3ccco3)n[nH]c2=S)c1 | -2.0 | -4 | 4.7
COc1cccc(NC(=O)CN(C)C(=O)c2csc3c2CCCC3)c1 | 0.5 | -3 | 0.9
CCc1ccc(N2CC(C(=O)Nc3cccc(S(=O)(=O)N4CCCC4)c3)CC2=O)cc1 (centres undefined) | -1.9 | -4 | 1.9
CC(C)=CC(=O)O[C@@H]1Cc2c(ccc3ccc(=O)oc23)OC1(C)C | -2.0 | -6 | -1.5
CCCN(C(=O)COC(=O)CNC(=O)c1ccc2ccccc2c1)c1c(N)n(Cc2ccccc2)c(=O)[nH]c1=O | -0.3 | -5 | 7.2
Cc1ccc(S(=O)(=O)N2CCN(C(=O)Cn3nc(C)c([N+](=O)[O-])c3C)CC2)cc1 | -0.1 | -5 | 0.1
COc1ccc(NC(=O)CN(C)C(=O)c2cc(-c3ccc(OC)cc3)nc3ccccc23)cc1 | -0.5 | -4 | 0.9
O=C(Nc1ncccc1O)c1ccc(S(=O)(=O)Nc2ccccc2)cc1 | 3.9 | -4 | 0.1
COc1ccc([C@H]2CC(=O)C=C(c3ccc(Cl)c(Cl)c3)C2)cc1 | -0.7 | -3 | 0.7
CC(=NNC(=O)CSc1nc2ccccc2o1)c1ccco1 | 0.8 | 0 | -0.8
C[C@@H]1COC(=O)[C@H](Cc2ccc(F)cc2)CC/C=C\C[C@@H](CC(=O)NCCO)C(=O)N1 | 1.2 | -5 | -0.1
CC(C)Cc1nnc(NC(=O)C2=COCCO2)s1 | 0.3 | -2 | 0.5
CCN(CC(=O)NCc1cccs1)CC(=O)Nc1ccccc1C | -0.1 | -3 | 0.7
Cc1cccc(NC(=O)CNC(=O)COC(=O)c2ccco2)c1C | 1.6 | -3 | 1.8
O=C(C[C@@H]1C/C=C\C[C@@H](NC(=O)OCC2c3ccccc3-c3ccccc32)C(=O)OCCNC1=O)N[C@@H](CO)Cc1ccccc1 | -0.3 | -5 | 0.8
COc1ccc(C2=NCCn3nc4cc(C(F)(F)F)ccc4c32)cc1 | -0.9 | -5 | 0.1
C=CC[C@H](CC(=O)NCCO)C(=O)NCCOC(=O)[C@@H](CC=C)Cc1ccc(F)cc1 | 1.3 | -1 | 0.7
CC(C)CN(C(=O)COC(=O)C1CC1)c1c(N)n(Cc2ccccc2)c(=O)[nH]c1=O | -1.1 | 1 | -0.2
O=C(CCNC(=O)c1ccc(Br)cc1)Nc1cccc(S(=O)(=O)N2CCCCCC2)c1 | -1.3 | -6 | 0.4
CC(=O)Nc1ccc(NC(=O)C(C)OC(=O)CCc2c[nH]c3ccccc23)cc1 (centres undefined) | 1.2 | -1 | 0.4
CCOC(=O)c1ccc(NC(=O)C2CC(O)CN2S(=O)(=O)c2ccc(C)cc2)cc1 (centres undefined) | 2.1 | -2 | 0.9

Full records as entered above. Values in the order: OXTR agonist	GalR3 antagonist	V1aR counter
Shown for `COc1ccc(C2=NCCn3nc4cc(C(F)(F)F)ccc4c32)cc1` = -0.9	-5	0.1
Shown for `CC(C)Cc1nnc(NC(=O)C2=COCCO2)s1` = 0.3	-2	0.5
Shown for `C=CC[C@H](CC(=O)NCCO)C(=O)NCCOC(=O)[C@@H](CC=C)Cc1ccc(F)cc1` = 1.3	-1	0.7
Shown for `Cc1cccc(NC(=O)CNC(=O)COC(=O)c2ccco2)c1C` = 1.6	-3	1.8

Structures above shown as hits in GalR3 antagonist:
compound | GalR3 antagonist
C[C@H]1C[C@H]2[C@@H]3CCC4=CC(=O)C=C[C@]4(C)[C@@]3(F)[C@@H](O)C[C@]2(C)[C@@]1(O)C(=O)CO | 28*
